TAAR1 antagonist – human TAAR1 antagonists, primary screen, Fluo-8 calcium fluorescence, CHO RD-HGA16 cells; inhibition, % at 3 µM; Trace amine-associated receptor 1 (Homo sapiens), Q96RJ0; antagonist; 360,000 tested, 1.5% active; AID 624466, 2012;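 active = inhibition above a per-plate cutoff, the mean inhibition of test compounds on that plate plus 3 SD, cut at about 49% in these data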;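 also: 0% = DMSO plus EC80 beta-PEA response and 100% = DMSO alone without agonist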
Target sequence (Q96RJ0 whole entry, looked up): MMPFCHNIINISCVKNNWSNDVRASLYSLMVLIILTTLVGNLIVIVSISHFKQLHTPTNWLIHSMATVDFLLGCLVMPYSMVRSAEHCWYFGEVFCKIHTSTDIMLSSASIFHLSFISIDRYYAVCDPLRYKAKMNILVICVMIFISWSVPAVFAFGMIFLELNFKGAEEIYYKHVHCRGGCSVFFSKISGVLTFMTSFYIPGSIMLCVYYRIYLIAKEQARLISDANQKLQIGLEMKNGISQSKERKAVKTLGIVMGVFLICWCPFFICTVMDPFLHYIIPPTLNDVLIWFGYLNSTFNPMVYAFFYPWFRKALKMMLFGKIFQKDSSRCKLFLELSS
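Material: RD-HGA16 CHO cells with stable hTAAR1 and Gα16; Dosing: single nominal final test compound concentration of 3 µM; Schedule: seeding 17-24 h prior, 75-min 37 °C, 30-min RT dye loading; Detection: kinetic Fluo-8 calcium fluorescence measurement; Measure: % inhibition from peak post-agonist over basal fluorescence ratio; Benchmarks: vehicle and agonist controls.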
CHO-K1 Ca PAM – nonselective calcium activators in parental CHO-K1 cells, primary screen, counter-screen for M1 PAM project, cell-based, Fluo-8 calcium fluorescence, full deck, 1536-well. ATP EC20; 0% at ATP EC20, 100% at ATP max. activation, % at 3 µM. 360,000 tested, 0.02% active;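 active = activation above the run cutoff, the mean activation of all test compounds plus 3 SD, cut at about 40% in these data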;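 also: peak over basal fluorescence ratio in a 140 s read after ATP addition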
TAAR1 ag – human TAAR1 agonists, primary screen, Fluo-8 calcium fluorescence, CHO RD-HGA16 cells; 360,000 tested, 0.99% active; Trace amine-associated receptor 1 (Homo sapiens), Q96RJ0; AID 624467, 2012; activation, % at 3 µM; vehicle wells 0%, saturating PEA agonist 100%;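 active = activation above the mean activation of all test compounds in the run plus 3 SD, cut at about 38% in these data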
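System: CHO-derived RD-HGA16 cells with stable Gα16 and human TAAR1. Times: 17-24 h plating, Fluo-8 75 min 37 °C, 30 min RT. Measured by: calcium-sensitive Fluo-8 signal, excitation 470-495, emission 515-575 nm. Read-out basis: % activation relative to PEA EC100 response. Control set: DMSO and PEA EC100. Repeats: no replicates (n 1).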
CHO parental Ca – ATP-evoked calcium signal inhibitors, parental CHO, primary screen, counter-screen for OX1R antagonist project, cell-based, fluorescence, Fluo-8 calcium dye; parental CHO-K1, ATP-induced calcium, Fluo-8 fluorescence; inhibition, % at 5.6 µM; 330,000 tested, 0.63% active; AID 463079, 2010;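 active = inhibition above that plate's mean sample inhibition plus 3 SD, cut at about 26% in these data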;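 also: 0% = ATP-challenged DMSO wells and 100% = DMSO wells without ATP; some compounds past the cut are filed as inactive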
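Material: parental CHO cells / Compound: single nominal dose of 5.6 µM per compound / Signal: Fluo-8 fluorescence / Replicates: singlicate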
M1 ag – human M1 muscarinic receptor agonists, primary screen, Fluo-8 calcium fluorescence, CHO-K1 cells, HTS; Muscarinic acetylcholine receptor M1 (Homo sapiens), P11229; activation, % at 3 µM; 360,000 tested, 0.33% active; CHO-K1 hM1, agonist mode; 0% DMSO, 100% acetylcholine EC100;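 active = activation above the run's mean compound activation plus 3 SD, cut at about 16% in these data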;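 also: peak over basal fluorescence ratio within a 140 s kinetic read after compound addition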
Target sequence (P11229 whole entry, looked up): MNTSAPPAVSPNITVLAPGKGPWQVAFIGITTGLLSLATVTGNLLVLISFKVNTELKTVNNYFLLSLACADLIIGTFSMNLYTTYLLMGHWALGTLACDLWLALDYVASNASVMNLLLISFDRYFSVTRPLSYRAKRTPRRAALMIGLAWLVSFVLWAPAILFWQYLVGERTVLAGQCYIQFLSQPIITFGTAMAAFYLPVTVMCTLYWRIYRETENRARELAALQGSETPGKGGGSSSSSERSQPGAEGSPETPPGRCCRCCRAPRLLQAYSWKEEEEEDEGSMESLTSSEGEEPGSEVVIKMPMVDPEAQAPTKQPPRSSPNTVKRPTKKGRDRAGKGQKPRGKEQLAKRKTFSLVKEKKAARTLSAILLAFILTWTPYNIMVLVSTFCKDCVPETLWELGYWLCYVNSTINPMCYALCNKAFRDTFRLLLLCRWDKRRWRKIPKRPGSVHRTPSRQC
OXTR potentiate – human OXTR potentiators, primary screen, fluorescence, CHO-OTR cells, Fluo-8 calcium; Fluo-8 calcium fluorescence, potentiator mode; 0% = oxytocin EC15, 100% = EC100; 320,000 tested, 0.061% active; AID 2445, 2010; activation, % at 3 µM;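 active = activation above that plate's cutoff, the mean activation of tested compounds plus 3 SD, cut at about 6.6% in these data, passing the limit was not always enough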;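 also: 100% uses oxytocin at 75 nM as the full agonist control; some results filed as inactive read as strong as hits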
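Material: human OTR in CHO cells. Compound: 3.0 µM, one dose. Timing: compound 6 min at room temperature before oxytocin, 100 s read. Evaluation: % activation of max/min ratio relative to oxytocin controls. Replication: single well per compound, singlicate. Signal: Fluo-8 calcium dye fluorescence.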
V1aR counter – agonists of human V1a receptor, primary screen, counter-screen for OXTR agonist project, fluorescence, CHO-V1R cells; 320,000 tested, 0.25% active; activation, % at 3 µM; AID 2797, 2010; Vasopressin V1a receptor (Homo sapiens), P37288; Fluo-8 calcium fluorescence, agonist mode; 0% DMSO, 100% 3 nM vasopressin;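 active = activation above the mean activation of all tested compounds plus 3 SD, per screening run, cut at about 20% in these data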;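 also: signal is peak over basal fluorescence ratio across a 100 second FLIPR read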
CHO-K1 Ca ag – counter-screen for M1 agonists: effect in parental CHO-K1 cells. Fluo-8 calcium fluorescence; scaled to maximal ATP response, vehicle zero. activation, % at 3 µM. 360,000 tested, 0.48% active. AID 602248, 2012; in the data active = activation above about 15%;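 also: untransfected CHO-K1 host cells lacking M1 receptor as counterscreen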
CHO-K1 Ca antag – counter-screen for M1 antagonists: effect in parental CHO-K1 cells; inhibition, % at 3 µM; AID 602250; ATP-induced calcium, Fluo-8 fluorescence; 360,000 tested, 0.6% active;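 active = inhibition above a per-plate cutoff, the plate's mean sample inhibition plus 3 SD, cut at about 24% in these data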;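 also: 0% = DMSO plus EC80 ATP and 100% = DMSO alone without ATP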
Active calls of the source: *; x = no result given.

The opening four entries as a preview:
Order of values: TAAR1 antagonist, CHO-K1 Ca PAM, TAAR1 ag, CHO parental Ca, M1 ag, OXTR potentiate, V1aR counter, CHO-K1 Ca ag, CHO-K1 Ca antag
1	Cc1ccc(-n2c(=O)c3sccc3n(Cc3cc(=O)n4ccccc4n3)c2=O)cc1
→ 5, -10, -1, -13, 2, -4, 0.5, -0.6, 23
2	CC(CC(=O)NC1CCSC1=O)c1ccccc1 (stereo unspecified)
→ 5, -7, 1, -7, -3, -3, 0.5, 0.3, 3
3	COc1ccc(CCNC/C=C/c2ccccc2)cc1
→ -1, 20, 12, -19, -8, -13, 1.6, 5.1, -4
4	C/C(=N\NC(=O)c1cccc(S(=O)(=O)N2CCCCC2)c1)c1ccc(C)o1
→ -6, -10, 0, 3, -5, 0, 0.0, 3.0, -10

The list itself, from the first entry:
Order of values: TAAR1 antagonist, CHO-K1 Ca PAM, TAAR1 ag, CHO parental Ca, M1 ag, OXTR potentiate, V1aR counter, CHO-K1 Ca ag, CHO-K1 Ca antag
1	Cc1ccc(-n2c(=O)c3sccc3n(Cc3cc(=O)n4ccccc4n3)c2=O)cc1
→ 5, -10, -1, -13, 2, -4, 0.5, -0.6, 23
2	CC(CC(=O)NC1CCSC1=O)c1ccccc1 (stereo unspecified)
→ 5, -7, 1, -7, -3, -3, 0.5, 0.3, 3
3	COc1ccc(CCNC/C=C/c2ccccc2)cc1
→ -1, 20, 12, -19, -8, -13, 1.6, 5.1, -4
4	C/C(=N\NC(=O)c1cccc(S(=O)(=O)N2CCCCC2)c1)c1ccc(C)o1
→ -6, -10, 0, 3, -5, 0, 0.0, 3.0, -10
5	c1ccc2[nH]c(CN3CCCCCC3)nc2c1
→ -4, 8, 10, -21, -8, 4, 0.2, 1.1, -1
6	COc1ccc(C(=S)N(C)C)cc1OC
→ 4, -5, 15, -7, 1, -8, -0.6, 0.1, 7
7	COc1cc(CN2CCC(n3nccc3NC(=O)c3ccccc3OC)CC2)ccc1F
→ -22, 10, 8, -14, -5, -9, 0.5, 4.2, -14
8	CC(NC(=O)COC(=O)C1CCC1)c1ccccc1 (stereo unspecified)
→ 9, 7, -1, -3, 3, -2, 1.1, 1.4, -4
9	Nc1nonc1-n1nnc(C(=O)N/N=C/c2cccc(F)c2)c1CN1CCCCCC1
→ 7, 4, 0, -8, -4, -4, 4.3, -0.1, -14
10	Cc1c(N2C(=O)C(=O)/C(=C(/O)c3ccc(Cl)cc3)C2c2ccccc2)c(=O)n(-c2ccccc2)n1C (stereo unspecified)
→ 6, 14, 1, -3, -7, -7, -0.1, 0.6, -6
11	C#Cc1cccc(C(=O)N2CCCC(C(=O)c3ccc(OC)cc3C)C2)c1 (stereo unspecified)
→ 2, -22, -2, -4, -4, -8, 0.6, 1.1, 25*
12	NS(=O)(=O)c1ccc(NC(=O)c2cc(Cl)ccc2Cl)cc1
→ 9, 0, -1, 1, -5, -5, 0.0, -0.2, -3
13	CCOC(=O)c1ccc(NC(=O)Cn2c(=O)oc3ccccc32)cc1
→ -12, 20, 1, -3, 4, -6, 3.5, 9.5, -1
14	CCOC(=O)C1(Cc2ccccc2)NC(c2ccccc2F)C2C(=O)N(CC)C(=O)C21 (stereo unspecified)
→ -4, -6, 6, -22, 1, -17, 0.9, 1.0, -8
15	O=C1c2ccccc2[C@@H]2C[C@@H](O)[C@H](Nc3ccccc3-c3ccccc3)CCN12
→ -2, -3, 1, -21, 0, x, x, 0.8, -8
16	CCCNC(=O)NC(=O)COC(=O)CNS(=O)(=O)/C=C/c1ccccc1
→ 4, 19, 2, -3, -2, -3, 0.5, 0.9, -14
17	Cn1c(=O)cc(SCC(=O)N2CCN(c3ccccc3)CC2)c2ccccc21
→ -1, -13, 18, -19, -2, -11, 0.0, 1.6, -8
18	Cc1nn(-c2ccccc2)c(C)c1C(=O)Oc1ccccc1
→ -12, -7, -2, -18, -3, 1, 0.9, -0.4, 5
19	CN(C)S(=O)(=O)c1ccc(Cl)c(NC(=O)COC(=O)/C=C/c2ccc3ccccc3n2)c1
→ 9, -5, 0, 0, 13, -5, 0.1, 0.5, -12
20	CC(=O)Nc1ccc(NC(=O)[C@@H]2CCCN2S(=O)(=O)c2ccc3c(c2)OCCO3)cc1
→ -5, 3, 4, -10, -1, -14, 0.2, 0.5, -13
21	O=C(Cn1ccc2ccccc2c1=O)NCCC(=O)N1CCN(C(=O)c2ccco2)CC1
→ 16, 23, 2, 1, -3, 6, -0.2, 0.7, -6
22	Cc1c(Br)c(=O)oc2c(Br)c(O)ccc12
→ -7, 2, 8, 16, -1, 1, -0.9, 0.0, -10
23	O=C(Cc1ccc(Cl)cc1)Nc1cc(S(=O)(=O)N2CCOCC2)ccc1N1CCCC1
→ 8, -6, 1, -26, -8, -15, -0.4, -0.6, 7
24	O=C(NCC1CCCO1)c1ccc(COc2ccccc2)cc1 (stereo unspecified)
→ -13, 12, 0, -1, 0, 1, 1.2, 0.3, -4
25	Cc1ccc(S(=O)(=O)Nc2ccc(S(=O)(=O)Nc3cc(C)nc(C)n3)cc2)cc1
→ -20, 17, 5, -16, -3, 1, 1.0, 1.0, -8
26	C#CCNc1ccc(C(=O)OCC)cc1
→ -19, -21, 0, -13, -6, -1, -1.4, 0.4, 7
27	O=C(Nc1cc(Cl)cc(Cl)c1)c1cnn2cccnc12
→ -12, 20, 10, 2, -3, -3, 0.1, 0.4, -16
28	C#CCOCCOCCOCCNc1nc(N2CCN(C(=O)[C@H](CCCCN)n3cc([C@@H](N)CO)nn3)CC2)nc(N2CCN(C(=O)[C@H](CCCCN)n3cc([C@@H](N)CC(C)C)nn3)CC2)n1
→ 1, 1, 7, 3, -2, -1, 0.1, -0.1, -12
29	CC(=O)c1ccc(NC(=O)Cn2cnc(S(=O)(=O)N3CCc4ccccc43)c2)cc1
→ -3, -24, 1, -5, 2, -3, -0.2, -0.2, 25*
30	COc1cccc(N/C=C/C(=O)c2ccc(OC)c(OC)c2)c1
→ 3, 12, 5, -1, -3, 4, 1.1, 0.9, -2

Next structures.
no.	SMILES	TAAR1 antagonist	CHO-K1 Ca PAM	TAAR1 ag	CHO parental Ca	M1 ag	OXTR potentiate	V1aR counter	CHO-K1 Ca ag	CHO-K1 Ca antag
31	CSCCC(NC(=O)c1ccco1)C(=O)NCC(c1ccco1)N1CCCCC1 (stereo unspecified)	-3	14	2	-27	-7	-10	-0.3	0.6	-17
32	CCOC(=O)N1CCN(C(=O)c2ccc(N3CC4CC(C3)c3cccc(=O)n3C4)c(NC(=O)c3ccc(F)cc3)c2)CC1 (stereo unspecified)	-4	16	0	-14	-4	0	-0.1	1.5	-14
33	Cc1ccc(C(=O)Nc2ccc3c(c2)OCCO3)cc1S(=O)(=O)N1CCOCC1	-3	15	2	-22	-5	1	-1.5	1.9	3
34	NS(=O)(=O)c1ccc(CCNc2nc(CN3CCOCC3)nc3sc4c(c23)CCC4)cc1	2	15	6	-15	3	-3	0.5	0.3	-2
35	CCCc1cnc(N2CCN(C(=O)c3ccc(OC)cc3)CC2)nc1	x	15	x	-2	0	-21	5.2	5.9	-14
36	O=C(Nc1cccc(F)c1)N1CCC(c2ccccc2)CC1	7	-5	1	-24	0	-17	2.0	2.0	-8
37	O=C(CN1C(=O)CCSc2ccccc21)Nc1cccc(F)c1	-3	11	11	3	-6	-8	-0.4	2.0	-7
38	COc1cc(CNc2ccc3c(c2)OCCO3)ccc1OCC(N)=O	13	-8	11	8	0	-2	-0.3	0.7	-12
39	Cc1ccc(NC(=O)NN2CCOCC2)cc1	5	-14	2	-14	-3	-4	1.6	0.1	5
40	Cc1ncc([N+](=O)[O-])n1CC(=O)NCCc1ccccc1	-4	14	2	-7	-3	-5	-0.9	4.4	-13
41	COC(=O)c1[nH]c2cc(OC)ccc2c1NC(=O)CCN1CCCCC1	-1	-2	2	-11	-10	-2	0.2	-0.1	8
42	CN(C)c1c([N+](=O)[O-])cc(N2C(=O)C=CC2=O)cc1[N+](=O)[O-]	x	6	x	x	-4	x	x	0.8	-1
43	Cc1ccccc1OCC(=O)NNC(=O)Nc1ccc(Cl)cc1	6	18	2	-29	-3	-10	1.3	0.5	1
44	CC(=O)Nc1ccc(NC(=O)CCC(=O)OCC(=O)c2cccc([N+](=O)[O-])c2)cc1	11	17	-1	3	-5	1	0.4	-0.2	-4
45	COc1ccc(CNC(=O)C(C#N)c2nc3ccccc3nc2N2CCN(C)CC2)cc1 (stereo unspecified)	-9	4	11	-27	-4	-2	2.3	0.6	9
46	O=C(CN1CCN(Cc2ccccc2)CC1)Nc1ccc(-n2cnnn2)cc1	-4	12	1	-8	-6	-4	-0.3	0.0	-8
47	Cc1ncsc1CCC(=O)N1CCCC(Nc2ccc(C(C)C)cc2)C1 (stereo unspecified)	-13	-9	1	-15	-3	-3	1.8	2.1	-5
48	COc1ccc(CNC(=O)Cn2cccc2C(=O)c2ccccc2C)cc1	-11	-17	-1	-14	6	-18	-1.1	0.1	4
49	CCOC(=O)C1CCN(C(=O)C2CCCN2S(=O)(=O)c2ccc(Cl)cc2)CC1 (stereo unspecified)	5	6	0	-10	-4	1	0.7	0.5	7
50	COc1ccc(C)cc1NC(=O)NNC(=O)c1ccoc1C	-39	10	3	-1	-2	0	-0.2	1.4	-8
51	Cn1c(=O)c2c(nc(SCc3ccc(F)cc3)n2C)n(C)c1=O	5	15	1	-2	-2	-4	0.9	-0.1	-6

Profiles, quoted from the list. Order of values: TAAR1 antagonist | CHO-K1 Ca PAM | TAAR1 ag | CHO parental Ca | M1 ag | OXTR potentiate | V1aR counter | CHO-K1 Ca ag | CHO-K1 Ca antag
Shown for COc1ccc(CNC(=O)C(C#N)c2nc3ccccc3nc2N2CCN(C)CC2)cc1 (stereo unspecified) = -9 | 4 | 11 | -27 | -4 | -2 | 2.3 | 0.6 | 9
Shown for CC(=O)Nc1ccc(NC(=O)CCC(=O)OCC(=O)c2cccc([N+](=O)[O-])c2)cc1 = 11 | 17 | -1 | 3 | -5 | 1 | 0.4 | -0.2 | -4

High-throughput results from PubChem.
